ERb coact inh – blocks coactivator binding to human estrogen receptor beta; TR-FRET ER-beta LBD / SRC1-Cy5 peptide binding; receptor agonist-loaded with 1 µM estradiol; 1.3% of 86,000 active; Q92731; inhibition, % at 25.6 µM;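 active = compounds whose percent inhibition of the receptor-coactivator binding signal exceeds about 50% in the single-dose screen, limit read from the data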;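 also: 0% = receptor plus peptide wells without compound and 100% = peptide-only wells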
Fibroblast inh – blocks proliferation of human lung fibroblasts. LL 47 human lung fibroblast viability, ATP luminescence; stronger effect = lower value. viability, % at 10 µM. 1.1% of 85,000 active;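 active = viability at or below 50% in the single dose screen; inactive = viability above 50%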;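 also: compound exposure lasted 72 h before the ATP readout; 100% = median luminescence of untreated cell-only wells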
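Test system: LL 47 human lung fibroblasts / Quantity: 1,150 cells in each well / Medium: IMEM growth medium with 15% fetal bovine serum / Incubation: 72 h compound exposure at 37 °C after overnight plating / Detection: CellTiter-Glo luminescence measuring cellular ATP / Read-out: % viability versus median cells-only luminescence / Benchmarks: cell-only wells, no compound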
HUVEC prolif 384 – inhibitors of human endothelial cell proliferation; HUVEC proliferation, CellTiter-Glo luminescence, 72 h; stronger effect = lower value; viability, % at 10 µM (by protocol); 1.1% of 86,000 active;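 active = viability at or below 30%; inactive = viability above 30%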;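 also: 100% = median luminescence of DMSO-only cell control wells on each plate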
Mac1 fbg enh – enhancers of human CD11b/CD18 binding to fibrinogen; P05107+P11215; K562 CD11b/CD18 adhesion to fibrinogen, ATPlite luminescence; activation, % at 10 µM; 0.07% of 93,000 active;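 active = 10 µM primary screen giving 50% or more activity, confirmed by 40% or more on retest at that dose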; also: strong numbers were not always called active; reference of the scale not given here
Target sequence (P05107 whole entry, looked up, other chains not shown): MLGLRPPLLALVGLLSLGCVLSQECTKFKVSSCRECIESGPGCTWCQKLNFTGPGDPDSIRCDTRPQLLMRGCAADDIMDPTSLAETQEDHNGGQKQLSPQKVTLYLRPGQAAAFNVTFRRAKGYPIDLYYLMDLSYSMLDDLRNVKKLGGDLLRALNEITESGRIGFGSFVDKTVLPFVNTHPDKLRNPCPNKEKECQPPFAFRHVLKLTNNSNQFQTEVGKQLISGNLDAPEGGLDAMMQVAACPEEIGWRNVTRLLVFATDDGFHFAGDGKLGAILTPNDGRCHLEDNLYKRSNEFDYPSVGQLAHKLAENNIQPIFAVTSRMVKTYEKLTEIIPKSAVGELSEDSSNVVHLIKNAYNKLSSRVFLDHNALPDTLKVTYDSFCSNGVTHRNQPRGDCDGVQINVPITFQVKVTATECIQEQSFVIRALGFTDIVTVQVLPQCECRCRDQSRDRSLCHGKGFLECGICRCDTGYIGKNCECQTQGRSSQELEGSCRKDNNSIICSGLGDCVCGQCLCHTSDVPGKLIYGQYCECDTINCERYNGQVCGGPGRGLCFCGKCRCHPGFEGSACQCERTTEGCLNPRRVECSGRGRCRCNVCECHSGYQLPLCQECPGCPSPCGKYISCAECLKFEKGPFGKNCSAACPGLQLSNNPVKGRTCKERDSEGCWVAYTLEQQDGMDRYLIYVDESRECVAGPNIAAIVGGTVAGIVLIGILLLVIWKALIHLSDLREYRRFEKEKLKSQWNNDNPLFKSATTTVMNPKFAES
ERa coact inh – ER-alpha (human) coactivator binding inhibition | TR-FRET ER-alpha LBD / SRC-1 peptide, estradiol-bound | inhibition, % at 25.6 µM | 1.7% of 86,000 active | AID 629; in the data active = inhibition above about 50%;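 also: 0% = receptor plus peptide control and 100% = peptide only without receptor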
H69AR inhibit – blocks growth of human H69AR lung tumor cells; H69AR lung tumor viability, ATP luminescence, 72 h; stronger effect = lower value; viability, % at 10 µM; 6% of 85,000 active;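 active = viability at or below 40%; inactive = viability above 40%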;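 also: multidrug resistant small cell line overexpressing MRP-1 efflux transporter; 100% = mean luminescence of untreated control wells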
ERa SRC1 pot – ER-alpha (human) coactivator binding potentiation; P03372; TR-FRET ERalpha-LBD/SRC-Cy5 coactivator binding, 2 h; 100 = basal binding, no effect; coactivator binding (% of control), % at 25.6 µM; 1.3% of 86,000 active; AID 639; in the data active = activity above about 200%;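 also: binding measured in presence of low estradiol as agonist stimulus; 0% = peptide alone without receptor and 100% = receptor with peptide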
MT1-MMP txn act – activates MT1-MMP transcription; activation factor at 10 µM; 0.16% of 86,000 active; HT1080 MT1-MMP promoter luciferase reporter, luminescence, overnight; stronger effect = higher value;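 active = activation factor of at least 2 for MT1-MMP transcription at 10 µM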
Smad3 inh – blocks human Smad3 binding to FoxH1 peptide. AID 630. 0.29% of 88,000 active. TR-FRET Smad3/Dy647-FoxH1 peptide binding, europium anti-His. inhibition, % at 25 µM;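 active = compounds that reduce the energy-transfer binding signal between the protein and its labelled peptide by more than half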;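 also: 0% = Smad3 plus labelled peptide maximal FRET and 100% = peptide-only background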
Starred values were filed as active, the others as inactive; nt = not tested or not shown; [ ] = remark or other dose. A portion of the library; the hit share may differ from the screen's.

SMILES | ERb coact inh | Fibroblast inh | HUVEC prolif 384 | Mac1 fbg enh | ERa coact inh | H69AR inhibit | ERa SRC1 pot | MT1-MMP txn act | Smad3 inh
CCOC(=O)c1cc(CC)sc1NC(=O)Cc1ccsc1 | 16 | 82 | 69 | -4 | -6 | 104 | 102[fluorescence artefact?] | 1 | 2
O=C(Nc1ccccc1-c1nnn(CC(=O)N2CCCc3ccccc32)n1)c1ccc(Cl)cc1 | 0 | 88 | 99 | nt | -5 | 103 | 137 | 1.2 | 7
COc1ccc(CN(Cc2cc3ccc(C)cc3[nH]c2=O)Cc2nnnn2C2CCCC2)cc1 | -6 | 92 | 67 | 5 | 7 | 25* | 101 | 1 | -4
C=CCNC(=O)c1ccc(C)cc1Cl | 6 | 102 | 96 | 0 | -7 | 76 | 89 | 1.3 | 0
COC(=O)c1ccc(COC(=O)c2ccccn2)cc1 | -4 | 101 | 100 | -1 | -8 | 90 | 107 | 1.5 | 11
CS(=O)(=O)c1ccc2nc(NC(=O)C3C4C=CC(C4)C3C(=O)O)sc2c1 (centres undefined) | -2 | 109 | 106 | 3 | 4 | 89 | 92 | 1.1 | 3[fluorescence artefact?]
CCNc1nc(SC)nc(N(C#N)CC(=O)OC)n1 | -1 | 94 | 87 | 3 | 4[fluorescence artefact?] | 92 | 124 | nt | -5
O=C(NCCC1=CCCCC1)N[C@@H](Cc1ccccc1)C(=O)O | -6 | 94 | 93 | 1 | -5[fluorescence artefact?] | 88 | 98 | 1.1 | 4
CCOC(=O)c1c(CN2CCCCC2)n(C)c2cc(Br)c(O)cc12 | -6 | 95 | 103 | -5 | -7 | 81 | 109 | nt | 8
COc1ccc(N2CCN(C(c3ccccc3)c3nnnn3Cc3ccc(F)cc3)CC2)cc1 (centres undefined) | 1 | 100 | 109 | -1 | -8 | 94 | 105 | 1.1 | 3
Cc1cccc(CN2CCNC2=O)c1 | -7 | 109 | 105 | nt | 2 | 95 | 107 | 1.1 | 15[fluorescence artefact?]
CCOC(=O)C1CCCN(C(=O)C(C)Oc2ccc(Cl)cc2Cl)C1 (centres undefined) | 6 | 110 | 102 | 8 | 6 | 79 | 113 | 1 | -5
Nc1ccc2oc(-c3ccccn3)nc2c1 | 5 | 100 | 92 | nt | 0 | 83 | 88 | 1.4 | 2
O=C(CCS(=O)(=O)Cc1ccccc1F)N1CCc2ccccc2C1 | 13[fluorescence artefact?] | 109 | 94 | nt | -1[fluorescence artefact?] | 95 | 105 | 1.1 | -5
Cc1noc(C)c1C(=O)N1CCc2ccccc2C1 | -26[fluorescence artefact?] | 97 | 99 | -2 | -26 | 102 | 100 | 1.2 | 6
Cc1cc(-n2c(C)cc(C(=O)CSc3nnnn3-c3ccccc3)c2C)no1 | 4 | 98 | 105 | 0 | 2 | 83 | 129 | 1.1 | 3
COc1ccc(CCNC(=O)CSc2nnc(-c3cccc(C)c3)o2)cc1OC | -11 | 99 | 104 | -2 | -8 | 96 | 126 | 1 | -1
Cc1c(/C=N/n2cnnc2)c2ccccc2n1C | -9 | 95 | 84 | 4 | -9 | 88 | 128 | 1.2 | 1
Cc1ccc(OCc2nnc(SCC(=O)CC(=O)Nc3ccccc3)o2)cc1 | -3[fluorescence artefact?] | 91 | 101 | -1 | 1 | 100 | 102[fluorescence artefact?] | 1 | 0
CN1C(=O)c2cccc(NCCCCCCN3C(=O)c4ccccc4C3=O)c2C1=O | 11 | 90 | 57 | -2 | 11 | 84 | 112 | 1.1 | -10

Record cards, from the list above. Screens in order: ERb coact inh | Fibroblast inh | HUVEC prolif 384 | Mac1 fbg enh | ERa coact inh | H69AR inhibit | ERa SRC1 pot | MT1-MMP txn act | Smad3 inh
Profile of `Cc1ccc(OCc2nnc(SCC(=O)CC(=O)Nc3ccccc3)o2)cc1` → -3[fluorescence artefact?] | 91 | 101 | -1 | 1 | 100 | 102[fluorescence artefact?] | 1 | 0
Profile of `Nc1ccc2oc(-c3ccccn3)nc2c1` → 5 | 100 | 92 | nt | 0 | 83 | 88 | 1.4 | 2
Profile of `Cc1cc(-n2c(C)cc(C(=O)CSc3nnnn3-c3ccccc3)c2C)no1` → 4 | 98 | 105 | 0 | 2 | 83 | 129 | 1.1 | 3
Profile of `Cc1c(/C=N/n2cnnc2)c2ccccc2n1C` → -9 | 95 | 84 | 4 | -9 | 88 | 128 | 1.2 | 1
Profile of `COc1ccc(CCNC(=O)CSc2nnc(-c3cccc(C)c3)o2)cc1OC` → -11 | 99 | 104 | -2 | -8 | 96 | 126 | 1 | -1

Additional records follow.
SMILES | ERb coact inh | Fibroblast inh | HUVEC prolif 384 | Mac1 fbg enh | ERa coact inh | H69AR inhibit | ERa SRC1 pot | MT1-MMP txn act | Smad3 inh
COc1ccc(C(CNC(=O)COc2ccccc2OC)N(C)C)cc1OC (centres undefined) | -9 | 95 | 95 | -1 | 0[fluorescence artefact?] | 83 | 132[fluorescence artefact?] | 0.9 | 2
COc1ccc(N(CC(=O)Nc2nc3ccc(C)cc3s2)S(=O)(=O)c2c(C)nn(C)c2C)cc1 | -3 | 86 | 73 | 4 | 5 | 15* | 99 | 0.9 | -2
O=C1Nc2cc(Cl)c(Cl)cc2N(O)N1c1ccc(Cl)cc1 | -2 | 98 | 101 | nt | -8[fluorescence artefact?] | 92 | 96 | 1 | -2
COc1ccc(CCNC(=O)C2=COCCO2)cc1 | -1 | 100 | 100 | nt | -12 | 107 | 116[fluorescence artefact?] | 1.3 | 8
CC(=O)c1cccc(NC(=O)c2cc(-n3cnnc3)ccc2Cl)c1 | -6 | 102 | 100 | -2 | -4 | 92 | 121 | 1.1 | 1
CCC1CCCCN1C(=O)CSc1nc(N)c(NC(=O)c2ccc(OC)c(OC)c2)c(=O)[nH]1 (centres undefined) | 0[fluorescence artefact?] | 95 | 88 | 0 | 0 | 89 | 121 | 1 | 26[fluorescence artefact?]
O=C(CSc1ncccc1C(=O)O)c1ccccc1 | 0 | nt | 94 | -6 | -7 | 98 | 104 | 1.1 | -11
C(#CCN1CCOCC1)COCCOC(c1ccccc1)c1ccccc1 | 7 | 96 | 106 | -2 | -9 | 96 | 113 | 0.9 | 1
Cn1c(-c2sc3cc(C(F)(F)F)cnc3c2-c2cccnc2)n[nH]c1=S | -2 | 100 | 105 | 9 | -8 | 32* | 108[fluorescence artefact?] | 1.2 | 6
O=C(c1ccccc1)c1ccc(OCC(O)CN2CCOCC2)cc1 (centres undefined) | -18[fluorescence artefact?] | 108 | 98 | nt | -26 | 84 | 102 | 1.1 | 5
COc1ccc(OC)c2[nH]c(=O)c(CCNS(=O)(=O)c3ccc(C)cc3)cc12 | 3 | 99 | 104 | nt | -3[fluorescence artefact?] | 71 | 104 | 1.2 | 4
COc1ccc(CCNC(=O)CSc2nc(-c3ccco3)cc(C(F)(F)F)n2)cc1OC | -6 | 106 | 106 | -1 | -1 | nt | 118 | 1 | -3
O=C1N(Nc2ccccc2)C(c2ccc(Br)cc2)C12CCCCC2 (centres undefined) | -17 | 78 | 49 | 37 | -4 | 19* | 130 | 1.1 | 7
O=C(C(c1ccccc1)c1ccccc1)N1CCN(Cc2ccc(Br)cc2)CC1 | 0 | 78 | 88 | 4 | 3 | 36* | 97[fluorescence artefact?] | 1.3 | 6
CCc1ccc(NC(=O)CCNS(=O)(=O)c2cccc3nsnc23)cc1 | 6 | 105 | 90 | -5 | -5 | 83 | 104[fluorescence artefact?] | 1.1 | -1
CCN(CC)c1ncn(Cc2c(Cl)cccc2Cl)c2ncnc1-2 | -5 | 90 | 91 | nt | -11 | 82 | 84 | 1.1 | 9
CCCNC(=O)C1CCN(S(=O)(=O)c2ccc(Br)cc2)CC1 | 2 | 104 | 96 | nt | 0 | 101 | 121 | 1 | -2
c1ccc(N2CCN(c3ccccc3)C2c2cccs2)cc1 | 1[fluorescence artefact?] | 108 | 102 | 4 | 6 | 95 | 123 | 1.3 | -1
Cc1cccc(NC(=O)CC2S/C(=N/c3nccs3)N(C)C2=O)c1 (centres undefined) | -2 | 97 | 107 | -2 | -6 | 80 | 112 | nt | 4
O=C(Cc1cccs1)N1CCCC(c2nc3c(nnn3Cc3cccc(Cl)c3)c(=O)[nH]2)C1 (centres undefined) | 6[fluorescence artefact?] | 99 | 83 | 1 | 12 | 74 | 101 | 1 | -7
O=C(CN1C(=O)NC2(CCCCCC2)C1=O)NCc1ccco1 | -3 | 95 | 98 | 2 | 0 | 86 | 109[fluorescence artefact?] | 1.1 | 0
COCCNC(=O)c1ccc(C(=O)NCCOC)s1 | 3 | 98 | 98 | 1 | -6 | 95 | 113[fluorescence artefact?] | 1.2 | -1
CCC(C(=O)NCc1ccco1)N(C(=O)CNS(=O)(=O)c1ccccc1)c1ccc(OC)cc1 (centres undefined) | -7 | 96 | 99 | 1 | -4 | 105 | 105 | 1.2 | 9
COc1cc(OC)c(C2=NOC(C(=O)Nc3cc(C)nn3-c3ccccc3)C2)cc1Cl (centres undefined) | -6 | 104 | 103 | -1 | -2 | 74 | 98 | 0.9 | 8[fluorescence artefact?]
Cc1ccc(Cl)cc1N1CCN(C(=O)C2CCN(S(=O)(=O)c3cnc[nH]3)CC2)CC1 | 3[fluorescence artefact?] | 100 | 99 | -1 | 1 | 98 | 112[fluorescence artefact?] | 1.8 | 5[fluorescence artefact?]
Nc1nonc1-c1nc2ccccc2n1Cc1ccccc1 | -2 | 62 | 54 | -1 | -14 | 17* | 122 | 1.1 | 0
NC12CCc3c(no[n+]3[O-])C1(O)CC(c1ccccc1)=[N+]2[O-] (centres undefined) | 43 | 101 | 100 | -1 | 45 | 72 | 50 | 1 | 2
CC(C)(C)NC(=O)C(c1ccco1)N(C(=O)Cn1nnc(-c2ccc(F)cc2)n1)c1ccccc1 (centres undefined) | 2 | 99 | 106 | nt | -7 | 103 | 116 | 1.1 | 0
Cc1ccc(Cn2nnc3c(=O)[nH]c(C4CCN(S(=O)(=O)c5cc(C)ccc5C)CC4)nc32)cc1 | 2 | 100 | 63 | nt | 9 | 32* | 105[fluorescence artefact?] | 1.2 | 7
C=CCc1ccc(OCC(O)CN2CCC(Cc3ccccc3)CC2)c(OC)c1 (centres undefined) | 9 | 85 | 14* | -5 | -4 | 21* | 78 | 1.1 | 3
COc1ccccc1C(=O)NCc1ccccc1 | 45 | 105 | 112 | nt | 38 | 100 | 90 | 1.4 | -4
CCN(CC)c1nc2ccccc2nc1-n1nc(C)cc1C | -9 | 99 | 109 | 0 | -9 | 85 | 110 | 1.1 | -2
O=C1C(Cl)=C(NCC2CCCO2)C(=O)N1Cc1ccccc1 (centres undefined) | 1 | 98 | 84 | 0 | 8[fluorescence artefact?] | 73 | 113 | 1.2 | -4
COc1ccccc1-n1c(SCC(=O)Nc2cccc(C)c2)nc2c(c1=O)SCC2 | 3 | 100 | 92 | 1 | -6 | 85 | 99 | 1.1 | 8
O=C(Nc1ccon1)c1ccccc1Cl | -5 | 95 | 102 | 0 | -21 | 86 | 115 | 1.2 | -5
COc1ccc(NC(=O)c2cccc(Cn3cc(Br)cn3)c2)cn1 | 13[fluorescence artefact?] | 101 | 99 | -1 | 16 | 106 | 104 | 0.9 | -15
Cc1ccc(S(=O)(=O)N2CCN(C(=O)C3Cc4ccccc4CN3C(=O)c3ccco3)CC2)cc1 (centres undefined) | 12 | 90 | 99 | nt | 20 | 87 | 111 | 1.2 | -10
CCN(CC)c1ncnc2sc(C(=O)N3CCN(c4ccccc4)CC3)c(C)c12 | -18 | 106 | 82 | -1 | -45 | 55 | 90 | 1.2 | 9

Screening data: PubChem, several laboratories
